# A549 tox – Nrf2 qHTS screen for inhibitors: counterscreen for cytotoxicity; A549 ARE-Fluc cells, CellTiter-Fluor viability, 18-24 h; Potency, µM (top dose mostly 46 µM), inactives show at the top dose activity change, negative = cytotoxicity, hits mostly inhibitors; hit rate 0.16% among 390,000; also: potency is read from the fitted curve at half-maximal effect; % is scaled to controls: 0 for no effect and ±100 for the full control effect
#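 A549 ARE-Fluc cells in 5% FBS OPTI-MEM, 5000 cells/well, rested 2 h then exposed to compounds in concentration-response for 18-24 h at 37 °C. Viability by CellTiter-Fluor fluorescence (Ex 405/Em 525) after 30 min; luciferase luminescence (BugLite, 15 min, RT) read afterwards.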
# pAkt inh – HTS Assay for Inhibitors of Akt Phophorylation: Primary Screen. Neuro2A IGF-stimulated pAkt S473 HTRF, 20 min; hits give low values. activity change, % for hits at 50 µM. hit rate 0.32% among 360,000; in the data active = activity change below about -80%; inconclusive = mostly about -51% to -80%; also: % is scaled to controls: 0 for no effect and ±100 for the full control effect
#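 Single-point screen (50 µM final compound) in Neuro2A cells stimulated 20 min with 6 nM IGF at 37 deg C. After lysis, Ser473-phosphorylated Akt read by HTRF (ex 330 nm, em 615/665 nm) as the 665/615 ratio.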
# CCT modulator – High-Throughput Screening for Modulators of Cytosolic Chaperonin Activity | purified chaperonin ATPase assay, HTRF ADP detection, 30 min | activity change, % (test concentration not listed), hits read low | hit rate 0.3% among 360,000 | AID 651819, 2012; in the data active = activity change below about -30%; also: % is scaled to controls: 0 for no effect and ±100 for the full control effect
#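 ATPase activity: ADP formed was measured by HTRF Transcreener (665/615 nm ratio) after 30 min at 37 deg C with 10 uM ATP. Compounds screened at one 76 uM concentration against 40 or 20 nM TRiC in Tris pH 7.4/KCl/MgCl2/DTT buffer.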
# MmCpn inh – Inhibitors of TCP-1 ring complex (TRiC) of Methanococcus maripaludis (MmCpn): qHTS | purified Mm-Cpn ATPase, ADP Transcreener TR-FRET | Potency, µM (top dose mostly 76.9 µM), without a hit: at the highest dose activity, negative = inhibition, actives largely listed as inhibitors | hit rate 0.031% among 330,000; also: potency is read from the fitted curve at half-maximal effect; % is scaled to controls: 0 for no effect and ±100 for the full control effect; nearly all actives have a fitted effect of over 80% in size
#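 Purified archaeal Mm-CPN (25nM final) preincubated 10 min at 37degC with compound, then 10uM ATP for 30 min at 37degC; ADP measured by HTRF Transcreener TR-FRET; buffer 30 mM TRIS pH 7.4, 100mM KCl, 5mM MgCl2, 1mM DTT.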
# TGFb SMAD3 inh – qHTS for Inhibitors of TGF-b | HepG2 CAGA-GFP TGF-b/SMAD3 reporter, GFP fluorescence, 18 h; TGF-beta stimulated, 500 pg/mL final | Potency, µM (doses to about 46.1 µM), without a hit: top-dose activity, negative = inhibition, most hits filed as inhibitors | hit rate 1.2% among 410,000 | AID 588855, 2011; also: potency is read from the fitted curve at half-maximal effect; % is scaled to controls: 0 for no effect and ±100 for the full control effect; nearly all actives have a fitted effect of over 65% in size
#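 TGF-beta reporter screen: HEPG2 CAGA-GFP, 1% FBS, 500 pg/mL TGF-beta final, 18 h; per-cell GFP summed per well; curves fitted and categorized by class.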
# Nrf2 activator – qHTS of Nrf2 Activators; hit rate 0.31% among 410,000; AREc32 ARE-luciferase reporter (MCF7-derived line), luminescence, 24 h; Potency, µM (titrated, usually from 46.1 µM), without a hit: at the highest dose activation, usual class: activators; also: potency is read from the fitted curve at half-maximal effect; % of control where 0% means no effect; nearly all actives have a fitted effect of over 65% in size
#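 Luminescent ARE reporter assay in AREc32_Fluc cells: overnight plating at 37 deg C, 24 hr compound incubation, Steady-Glo added, 30 min RT before reading.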
# Abeta yeast res – qHTS for compounds that reverse cellular toxicity of Amyloid beta (A-beta) peptide in yeast: Primary Screen; hit rate 0.063% among 410,000; AID 1347071, 2019; yeast expressing A-beta42, growth rescue, OD600, 48 h; response scale: 0% DMSO, 100% iron-clioquinol control; Potency, µM (titrated, usually from 46.1 µM), without a hit: at the highest dose growth rescue, usual class: activators; also: potency is read from the fitted curve at half-maximal effect; nearly all actives have a fitted effect of over 55% in size
#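 Yeast growth medium received pinned compounds, then yeast cells expressing toxic A-beta were added; plates incubated at 30 C for 48 hr. Growth read as absorbance at 600 nm, normalized to DMSO and equimolar FeCl3 plus clioquinol controls.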
# HepG2 viability – qHTS for Inhibitors of TGF-b: Cytotox Counterscreen. HepG2 CAGA-GFP viability, ATP luminescence, 18 h. Potency, µM (titrated, usually from 46.1 µM), without a hit: top-dose activity change, negative = cytotoxicity, hits mostly cytotoxic. hit rate 0.76% among 410,000. AID 588856, 2011; also: potency is read from the fitted curve at half-maximal effect; some results filed as inactive show a strong effect at the top dose
#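 CellTiter-Glo luminescence gave cytotoxicity after 18 hours at 37 degrees C. The cells were HepG2 CAGA-GFP in 1% FBS DMEM, stimulated with 500 pg/mL TGF-beta after compound addition. %Activity was normalised to no-cell wells (complete cell-killing) and DMSO (no toxicity), and curves were fitted and classified.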
# Nrf2 block – Nrf2 qHTS screen for inhibitors; A549 ARE-Fluc reporter, luciferase luminescence, 18-24 h; Potency, µM (highest dose often 46 µM), for inactives: top-dose activity change, negative = inhibition, usual class: inhibitors; hit rate 2.1% among 360,000; AID 504444, 2011; also: potency is read from the fitted curve at half-maximal effect; % is scaled to controls: 0 for no effect and ±100 for the full control effect; nearly all actives have a fitted effect of over 60% in size
#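 Two sequential reads on A549 ARE_Fluc cells exposed to compound for 18-24 h: a CellTiter-Fluor fluorescence read for viability, then a luciferase luminescence read for Nrf2/ARE activity.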
# * hit, by the source's call; i = inactive; ? = inconclusive; nt = no result given; [ ] = another dose, or the depositor's remark. Unless noted, calls follow the shape of the dose curve; as a rule, active = well fitted curve in the direction sought with a large enough effect; inconclusive = small, poorly fitted or top-dose-only effect, or another doubt; inactive = no such curve, though single readings can be large; an effect the other way counts as inactive or inconclusive.
[1] CC1CCCCC12NC(=O)N(CC(=O)N1CCN(C(=O)c3ccco3)CC1)C2=O (stereo not given)
[2] CC1(C(=O)NCCCNc2ncc(C(F)(F)F)cc2Cl)C=CCN1C(=O)c1ccccc1 (stereo not given)
[3] CC1(c2cccc(Br)c2)NC(=O)N(CC(=O)N2CCN(C(=O)c3ccco3)CC2)C1=O (stereo not given)
[4] CCN(CC)S(=O)(=O)c1ccc(N(C)Cc2cccnc2)nc1
[5] Cc1ccc(-c2nn3cnnc3c3ccccc23)cc1C
[6] COc1ccc(CN2CCN(C(=O)c3ccc4c(c3)CCC4)CC2)cc1OC
[7] COc1ccc(NC(=O)CN(C)S(=O)(=O)c2ccc(C)cc2)c([N+](=O)[O-])c1
[8] COC(=O)CSC1=C(C#N)C(c2cccc(F)c2)CC(=O)N1 (stereo not given)
[9] Cc1ccc(Nc2ncccc2C(=O)NCc2cccs2)c(C)c1
[10] Cc1oc(/N=C/c2ccc(Cl)cc2Cl)c(C#N)c1C
Compound	1	2	3	4	5	6	7	8	9	10
A549 tox	-2%	-1%	-5%	-3%	3%	6%	0%	?	-11%	11%
pAkt inh	i	i	i	i	i	i	i	i	nt	i
CCT modulator	1.1	-1.8	-0.8	1.7	-2.8	-0.8	-3.6	-2.8	2.0	1.6
MmCpn inh	-3%	-1%	2%	-1%	-5%	0%	1%	-1%	0%	0%
TGFb SMAD3 inh	1%	?	1%	10%	-15%	-6%	-21%	?	0%	6%
Nrf2 activator	-0.1%	9.7%	0.1%	0.3%	10%	-1.1%	2.5%	0.1%	0.5%	2.5%
Abeta yeast res	-4%	-3%	9%	3%	-19%	20%	-14%	4%	-9%	0%
HepG2 viability	1%	-47%	0%	-2%	-17%	-25%	-34%	-5%	-40%	2%
Nrf2 block	7%	?	-17%	nt	-21%	-3%	-12%	nt	-19%	7%

# A draw from above in order of SMILES length, falling.
[8] COC(=O)CSC1=C(C#N)C(c2cccc(F)c2)CC(=O)N1 (stereo not given)
[4] CCN(CC)S(=O)(=O)c1ccc(N(C)Cc2cccnc2)nc1
[5] Cc1ccc(-c2nn3cnnc3c3ccccc23)cc1C
Compound	8	4	5
A549 tox	?	-3%	3%
pAkt inh	i	i	i
CCT modulator	-2.8	1.7	-2.8
MmCpn inh	-1%	-1%	-5%
TGFb SMAD3 inh	?	10%	-15%
Nrf2 activator	0.1%	0.3%	10%
Abeta yeast res	4%	3%	-19%
HepG2 viability	-5%	-2%	-17%
Nrf2 block	nt	nt	-21%

# Further records follow:
[11] Cc1ccsc1C(=O)OCC(=O)NC1CCCCC1C (stereo not given)
[12] COc1ccccc1CN1CCN(Cc2nc(Cc3ccccc3)no2)CC1
[13] COC(=O)Nc1nnc(/C=C/c2ccc(OC)cc2)s1
[14] COc1ccc2oc(C(=O)OCC(=O)NC3CC3)c(C)c2c1
[15] C1CCC(n2nnnc2CN2CCCC2)CC1
[16] CCOc1ccc(CC(=O)Nc2ccc(NC(=O)c3ccco3)cc2)cc1OCC
[17] C=CCNCC(=O)Nc1sc2c(c1C(=O)Nc1ccc(OC)cc1OC)CCC2
[18] Cc1nnc(SCc2ccccc2)nc1-c1ccccc1
[19] COCC(=O)N(C)C[C@H]1Oc2cc(Br)ccc2S(=O)(=O)N([C@H](C)CO)C[C@H]1C
[20] O=C(COC(=O)CNS(=O)(=O)c1ccc(F)c(F)c1F)NC1CCCC1
Compound	11	12	13	14	15	16	17	18	19	20
A549 tox	-4%	3%	5%	-6%	-4%	-4%	-3%	10%	nt	0%
pAkt inh	i	i	i	i	i	i	i	i	i	i
CCT modulator	-0.6	-3.6	1.0	-2.0	-0.5	-2.5	-1.9	-0.2	1.8	-2.9
MmCpn inh	0%	-1%	-5%	1%	-2%	0%	-2%	nt	nt	3%
TGFb SMAD3 inh	-1%	4%	-6%	7%	0%	-11%	-1%	-17%	10%	9%
Nrf2 activator	-0.1%	-0.3%	2.8%	-0.6%	-0.7%	0.4%	-0.1%	0.1%	-0.6%	-0.1%
Abeta yeast res	15%	-12%	-7%	3%	-17%	1%	-27%	-7%	-7%	-3%
HepG2 viability	5%	-14%	-5%	-2%	5%	-2%	2%	2%	-11%	-9%
Nrf2 block	5%	1%	18%	6%	20%	?	-7%	27%	nt	4%

[21] O=C(Cn1cnc2ccccc2c1=O)c1c[nH]c2ccccc12
[22] O=C(COC(=O)c1ccc(F)cc1)NC1CC1
[23] Cc1ccc(Cn2c(=O)n(CCC(=O)NCc3ccc4c(c3)OCO4)c(=O)c3ccccc32)cc1
[24] COc1ccc(OC)c(-n2c(N)c(C(=O)NCC3CCCO3)c3nc4ccccc4nc32)c1 (stereo not given)
[25] Fc1ccc(CSc2nnc(-c3cccnc3)o2)cc1
[26] CC(C)c1ccc(CN2CCN(C(=O)CCl)CC2)cc1
[27] CCCCC(=O)Nc1ccc(OCc2cc(=O)n3ccc(C)cc3n2)cc1
[28] Cc1ccc(C)c(Cn2c(=O)n(Cc3ccco3)c(=O)c3oc4ccccc4c32)c1
[29] Cc1nc(C)c(-c2ccc(SCC(=O)Nc3cccc(Cl)c3C)nn2)s1
[30] S=C(NCC1CCCO1)NC1CCCC1 (stereo not given)
Compound	21	22	23	24	25	26	27	28	29	30
A549 tox	4%	-1%	1%	-1%	6%	14%	17%	11%	-12%	9%
pAkt inh	i	i	i	i	i	i	nt	nt	i	i
CCT modulator	-2.6	1.8	-0.5	-4.0	1.0	-2.2	nt	nt	0.0	-2.1
MmCpn inh	3%	0%	-3%	-4%	0%	0%	nt	nt	?	0%
TGFb SMAD3 inh	0%	-5%	-1%	?	0%	?	41%[activator]	4%	-10%	10%
Nrf2 activator	1.5%	-0.8%	-0.8%	3.2%	4.3%	6.8%	0.7%	2.3%	7.2%	-0.7%
Abeta yeast res	?	-13%	12%	7%	6%	9%	-11%	-16%	0%	7%
HepG2 viability	11%	1%	-12%	7%	-22%	-95%	8%	-1%	-2%	6%
Nrf2 block	10%	8%	-32%	nt	8%	?	nt	24%	?	-1%

[31] CCCCn1c(N)c(N(CCOC)C(=O)c2cc(S(=O)(=O)N3CCOCC3)ccc2F)c(=O)[nH]c1=O
[32] CCOc1cc(N2CCOCC2)c(OCC)cc1NC(=O)COC(=O)/C=C/c1ccc(OC(F)F)cc1
[33] CCN(CC)CCCCOc1ccccc1OC
[34] COc1ccc(CCCC(=O)NC(C)c2ccccc2)cc1 (stereo not given)
[35] CC(=O)Nc1ccc(NC(=O)COC(=O)Cn2cnc3ccccc32)cc1
[36] COc1ccc(C(=O)N2CCN(C(=O)Cc3ccccc3)CC2)cc1OC
[37] COc1ccc(-c2noc(COC(=O)c3ccco3)n2)cc1OC
[38] [O-][n+]1cccc2ncc3cscc3c21
[39] COC(=O)C1=C(O)/C(=C\c2cc(C)n(-c3ccccc3C)c2C)N=C1C
[40] Cc1cc(Br)ccc1NC(=O)C1CCN(S(=O)(=O)c2cccc3nsnc23)CC1
Compound	31	32	33	34	35	36	37	38	39	40
A549 tox	-5%	-2%	?	17%	-5%	-10%	-4%	3%	-15%	15%
pAkt inh	i	i	i	i	i	i	i	i	i	nt
CCT modulator	-5.3	1.2	-2.7	1.4	1.5	-2.8	3.0	1.1	3.1	nt
MmCpn inh	-3%	1%	-4%	-1%	-2%	0%	-15%	-3%	?	nt
TGFb SMAD3 inh	-20%	0%	-1%	?	-5%	0%	-15%	20%	-3%	?
Nrf2 activator	0.0%	-0.6%	-0.1%	0.3%	-0.7%	-0.2%	-0.8%	-0.8%	0.6%	0.2%
Abeta yeast res	9%	-9%	13%	29%	5%	-3%	-21%	2%	0%	-17%
HepG2 viability	-47%	-9%	-14%	3%	2%	2%	-39%	5%	3%	-3%
Nrf2 block	3%	13%	15%	-17%	2%	-4%	1%	15%	?	?

[41] COc1cc(Nc2nc(SCc3ccccc3Cl)nc3ccccc23)cc(OC)c1
[42] CCCCOc1ccc(C(=O)Nc2ccc(S(=O)(=O)Nc3cc(C)on3)cc2)cc1OC
[43] O=C(CCS(=O)(=O)c1ccc(Br)cc1)NCc1ccc(F)cc1
[44] CC(OC(=O)/C=C/c1cccs1)C(=O)NC1CCCCC1C (stereo not given)
[45] COCC(=O)Nc1nc2ccc(C)cc2s1
[46] CCOc1ccc(CCNC(=O)CCCn2nc(C)c3sc4ccccc4c3c2=O)cc1
[47] CCOC(=O)c1ccc(NC(=O)NC2CC3CCC(C2)N3Cc2nnnn2C(C)(C)C)cc1 (stereo not given)
Compound	41	42	43	44	45	46	47
A549 tox	-12%	-1%	-2%	-12%	0%	-5%	-1%
pAkt inh	nt	i	nt	i	i	nt	i
CCT modulator	nt	-2.4	-80*	0.7	-1.0	nt	1.1
MmCpn inh	nt	2%	0%	-2%	-1%	nt	1%
TGFb SMAD3 inh	11µM*	-9%	-6%	-19%	-2%	8%	-23%
Nrf2 activator	3.4%	5.8%	0.5%	-1.0%	-0.9%	0.2%	0.9%
Abeta yeast res	9%	1%	-21%	-2%	9%	18%	-18%
HepG2 viability	-39%	-40%	-4%	-17%	-14%	5%	-2%
Nrf2 block	nt	?	11%	-8%	?	-16%	12%
